Source: PubChem BioAssay (Fisher Drug Discovery Resource Center)
mcGAS lum: mouse cGAS inhibition by luminescence | recombinant cGAS, Kinase-Glo ATP depletion luminescence | inhibition, % at 12.5 µM | 160,000 compounds, 0.15% hits | Q8C6L5;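 further: 0% = negative control wells and 100% = reference inhibitor with no enzyme activity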
NPYLR7 agonist: activates Aedes aegypti NPYLR7 receptor. AID 1259423. 270,000 compounds, 0.15% hits. activation, % at 10 µM. HEK293T NPYLR7/Galpha15, GCaMP6s calcium fluorescence; in the data active means activation above about 40%;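 further: 0% = vehicle and 100% = reference agonist at the receptor; some compounds past the cut are filed as inactive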
hcGAS lum: inhibitors of human cGAS; Q8N884; AID 1259398; inhibition, % at 12.5 µM; 290,000 compounds, 0.081% hits; recombinant h-cGAS, ATP depletion, Kinase-Glo luminescence;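 further: 0% = vehicle reaction and 100% = reaction without DNA for no activity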
Target sequence (Q8N884 whole entry, looked up): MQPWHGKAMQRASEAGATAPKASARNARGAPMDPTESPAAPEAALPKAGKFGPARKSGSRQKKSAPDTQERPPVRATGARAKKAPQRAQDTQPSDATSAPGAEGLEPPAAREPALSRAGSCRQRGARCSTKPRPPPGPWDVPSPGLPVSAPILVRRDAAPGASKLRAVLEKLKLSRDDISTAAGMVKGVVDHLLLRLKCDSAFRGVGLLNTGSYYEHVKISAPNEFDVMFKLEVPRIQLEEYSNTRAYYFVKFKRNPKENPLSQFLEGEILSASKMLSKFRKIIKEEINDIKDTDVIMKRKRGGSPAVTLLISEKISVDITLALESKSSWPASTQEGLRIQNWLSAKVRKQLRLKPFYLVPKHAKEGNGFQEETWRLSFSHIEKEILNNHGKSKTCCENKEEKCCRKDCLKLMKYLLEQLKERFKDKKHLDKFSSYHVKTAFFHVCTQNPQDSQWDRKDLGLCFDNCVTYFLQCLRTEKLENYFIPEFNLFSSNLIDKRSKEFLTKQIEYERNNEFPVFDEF
The depositor's hits bear a star; · = not tested or not shown; & = joins results of further samples; ! = not active in a repeat. Unless noted, no stated cut-off is given here; in the data, active means inhibition above about 40%; inactive means the rest.

Fields: mcGAS lum, NPYLR7 agonist, hcGAS lum
CC(C)(O)C#Cc1ccc(C(=O)N2CCC(Oc3ncccn3)CC2)cc1
  ·, 0, -2
COC(=O)c1ccc(CSc2ccc3nnc(-c4ccc(OC)cc4)n3n2)o1
  -1, 1, -3
Cc1nc2c(c(NCCc3ccncc3)n1)CNC2
  -17, 5, -4
COc1cc(C2C(=C(O)c3ccc(F)cc3)C(=O)C(=O)N2CCN(C)C)cc(OC)c1OC (stereo not given)
  ·, 2, -6
CC(C(=O)NCc1cccnc1-n1cnc2ccccc21)N1CCCC1 (stereo not given)
  -11, ·, -8
COC(C)C(=O)C12CC3CC(CC(C3)C1)C2 (stereo not given)
  1, ·, 3
O=C(NCCNC(=O)c1ccco1)NCc1ccc(Cl)cc1
  -16, 8, -5
Cn1cnc(S(=O)(=O)NC(c2ccc(Br)cc2)C2CCC2)c1Cl (stereo not given)
  ·, 3, -5
O=C(CSc1nc(=O)n(CCCN2CCOCC2)c2c1CCCC2)Nc1ccccc1F
  -8, 0, -12
COc1cccc(C(=O)NC2CCN(c3ccccc3C(=O)NCCc3ccccc3OC)CC2)c1
  ·, 0, -5
C=CCSc1nnc(NC(=O)Cc2ccc(OC)c(F)c2)s1
  -9, 7, -3
COCCN1C(=O)C2C(c3ccccc3O)NN(Cc3ccccc3)C2C1=O (stereo not given)
  -1, -10, -4
Cc1cccc(N2C(=S)SC3CS(=O)(=O)CC32)c1 (stereo not given)
  ·, 1, -5
Cc1cccc(Cc2c(C)[nH]c(=S)[nH]c2=O)c1
  -8, -1, -6
Cc1sc2nc(CSc3nnc(Cc4cccs4)n3C3CC3)[nH]c(=O)c2c1C
  ·, 0, -9
CC1CCN(C2=C(c3c(C(C)C)[nH]n(-c4ccc(Cl)cc4)c3=O)C(=O)N(Cc3ccc(F)cc3)C2=O)CC1
  -6, 5, 3
Cc1cc2n(n1)CCN(S(=O)(=O)NCc1ccccc1)C2
  ·, 6, -4
Cc1ccc(CSc2nc3c(c(=O)[nH]c(=O)n3C)n2Cc2cccc(C)c2)cc1
  -6, 1, -1
Cc1cc(C)c(S(=O)(=O)N2CCCCC2)cc1N(C)S(=O)(=O)c1cccc([N+](=O)[O-])c1
  ·, -2, -2
O=C(NCCc1nnc2ccc(SCc3ccccc3)nn12)c1ccccc1
  -7, 10, -4

(next part)
Fields: mcGAS lum, NPYLR7 agonist, hcGAS lum
N#CCSc1nc2ccccc2s1
  -5, 1, -8
COc1cccc(Cc2c(C)nc(C)nc2N2CCN(C(=O)C(C)Cl)CC2)c1 (stereo not given)
  -3, 22, -2
CCc1ccc(-n2c(C(CC)N(CCOC)C(=O)Nc3cccc(Br)c3)nc3ccccc3c2=O)cc1 (stereo not given)
  -4, 4, -6
CSc1nc(N2CCCC2)c2cnn(CCNC(=O)Cc3ccccc3)c2n1
  -5, ·, -4
Cc1ccc(-c2csc(C(C#N)C=Nc3ccc(S(=O)(=O)Nc4cc(C)on4)cc3)n2)cc1 (stereo not given)
  -8, 4, -5
CC(C)NC(=O)C1CCN(C2CCN(Cc3nc(C(C)C)cs3)CC2)CC1
  -4, -4, -7
COCCOC(=NCCc1ccc(OC)c(OC)c1)NC(=O)c1ccc(OC)cc1
  -5, 8, -4
COCCN1CCCC[C@]2(C[C@H](CO)[C@H](c3ccccc3)N2C(=O)C2CCCC2)C1=O
  -8, 5, -3
CCOc1ccc2ncc(C#N)c(Nc3ccc(OC)c(OC)c3)c2c1
  -8, 2, -2
NC(=O)N/N=C\c1ccc(Oc2ccc(F)cc2)cc1
  ·, 5, -6
CCCc1nc(CNC(=O)COCC2CCCO2)cs1 (stereo not given)
  -5, ·, -7
CCCN(C)C(=O)c1cccn1C1CCN(C(=O)OC(C)(C)C)CC1
  ·, 0, -6
CCc1c(C)c(C(=O)N2CCCC2)n(Cc2cccc(C)c2)c1C
  2, -7, 0
CN1CCC(CNC(=O)c2cccc(NC(=O)C3CCCC3)c2)C1 (stereo not given)
  ·, 4, -2
CC1CCN(C(=O)C(C2CCCC2)N2CCN(C(=O)c3cccc(Cl)c3)CC2)CC1 (stereo not given)
  -3, -5, 1
FC(F)(F)c1ccccc1-n1c(-c2snnc2-c2ccccc2)n[nH]c1=S
  -4, -3, -8
COCCN(CC(=O)Nc1nc(CC(=O)N2CCN(c3ccccc3C)CC2)cs1)C(=O)c1ccccc1Cl
  -6, 14, -3
COc1ccc(-c2nc3c(n2O)CCc2nonc2-3)cc1OC
  ·, 17, -5
O=C(CSc1nnc(NC(=O)c2ccc([N+](=O)[O-])cc2)s1)Nc1ccc(Br)cc1
  -5, -9, -7
Cc1cn2c3c(=O)n(Cc4ccccc4)c(=O)n(C)c3nc2n1CC1CCCO1 (stereo not given)
  ·, 2, -4

Compound profiles (already shown):
FC(F)(F)c1ccccc1-n1c(-c2snnc2-c2ccccc2)n[nH]c1=S in the list: mcGAS lum: -4; NPYLR7 agonist: -3; hcGAS lum: -8
CC(C(=O)NCc1cccnc1-n1cnc2ccccc21)N1CCCC1 (stereo not given) in the list: mcGAS lum: -11; NPYLR7 agonist: ·; hcGAS lum: -8
COc1cccc(Cc2c(C)nc(C)nc2N2CCN(C(=O)C(C)Cl)CC2)c1 (stereo not given) in the list: mcGAS lum: -3; NPYLR7 agonist: 22; hcGAS lum: -2

Following part
Fields: mcGAS lum, NPYLR7 agonist, hcGAS lum
COc1ccc2nc(-c3ccc(NC(=O)C(C)Oc4cccc(F)c4)cc3)cn2n1 (stereo not given)
  -10, -1, -6
COC(=O)C1C(=O)c2c([nH]c(C(=O)OC3CCCCCC3)c2C)CC1C (stereo not given)
  ·, 7, -10
Cc1cc(C)cc(-n2nnnc2SCC#N)c1
  ·, 2, -5
Oc1[nH]c2ccc(Br)cc2c1N=Nc1cccc2cccnc12
  -3, 12, -5
Cc1ccc(NS(=O)(=O)c2cc(C(=O)Nc3ccccc3)ccc2Cl)cc1
  -5, -14, 2
CC(C)(C)C(=O)N1CCc2ccccc2C1c1ccccc1Cl (stereo not given)
  -2, 11, -13
O=C(NNC(=O)c1cn[nH]c1-c1ccc(F)cc1)c1ccc(F)cc1
  ·, 7, -7
CC1=NOC(C(=O)NCc2cnn3ccccc23)C1 (stereo not given)
  -15, 18, -9
O=C(CCN1CCN(CCc2ccncc2)CC1)Nc1nccs1
  -14, 22, -2
COc1cc(C2CNN=C2C(=O)c2ccccc2)cc(OC)c1OC (stereo not given)
  ·, 0, -3
COc1ccc(/C=C/c2ccc3ccccc3n2)c(OC)c1
  -10, 2, -11
Cn1nc(C2CCN(C(=O)CCn3ccnc3)CC2)n(-c2ccccc2)c1=O
  -19, 22, -9
O=C(NCc1ccco1)c1coc(CN(Cc2cccc(C(F)(F)F)c2)Cc2cccs2)n1
  0, ·, 1
CC(NC(=O)NCc1ccn[nH]1)C1CCCO1 (stereo not given)
  ·, -3, -2
CCCCCCC(=O)Nc1ccc(N2CCCC2)c(C(=O)NC(C)c2ccccc2)c1 (stereo not given)
  3, -8, 7
Cc1ccc(C)c(OCC(O)Cn2c(=O)c(C(F)(F)F)nc3ccccc32)c1 (stereo not given)
  -14, -2, -3
Cc1cccc(CN(Cc2ccco2)CC(O)Cc2ccccc2)c1 (stereo not given)
  -7, -4, -5
CC1CCCC(OC(=O)c2cccc(S(=O)(=O)N(C)C)c2)C1 (stereo not given)
  ·, 1, -3
COc1ccc2[nH]c(C)c(CC(=O)N3CCC[C@H]3C(=O)NC(c3ccccc3)c3ccccc3)c2c1
  ·, 3, 7
Cc1nncn1CCNC(=O)c1cc2cc(F)ccc2o1
  ·, -8, -3

The results go on.
Fields: mcGAS lum, NPYLR7 agonist, hcGAS lum
O=C(Nc1c(Cl)cccc1Cl)N1CCSC1c1cccc(Oc2ccccc2)c1 (stereo not given)
  -5, 12, -8
CCCN1CCC(C(=O)NC(c2ccc(Cl)cc2)c2cccnc2)CC1 (stereo not given)
  -5, 16, -4
CCOC(=O)c1ccc(Oc2ccc(C#N)cn2)cc1
  ·, 8, -3
Cc1ccc(-c2cc(O)c3c(c2)CN(C(=O)CCc2n[nH]c(C)n2)CCO3)cc1
  -2, -8, 1
COc1cc2c(cc1OC)C(c1ccccc1Cl)N(C(=O)c1cc(C(F)(F)F)cc(C(F)(F)F)c1)CC2 (stereo not given)
  -8, 19, -6
Cc1csc(NC(=O)NC2CC(=O)N(c3ccccc3)C2)n1 (stereo not given)
  -8, 6, -6
CN(C)S(=O)(=O)c1cccnc1OCC(O)CNC(C)(C)C (stereo not given)
  ·, -9, -8
CCOC(=O)C1CCCN(CC(=O)N2N=C(c3cccc(OC)c3)CC2c2ccc(Cl)cc2)C1 (stereo not given)
  -7, 18, -5
COC(=O)CC1C(=O)NCCN1Cc1nc2c(C)c(C)ccc2[nH]1 (stereo not given)
  -8, 10, -4
Cc1ccc(CCC(=O)NCC(=O)C(C#N)c2nc(C)cs2)cc1 (stereo not given)
  26, 9, -4
Cc1nc(C)c(Cc2ccccc2Cl)c(N2CCN(C(=O)N(C)C)CC2)n1
  -5, -2, -1
COc1ccc(S(=O)(=O)N(C)CCc2ccccc2)cc1N1CCN(S(=O)(=O)c2ccccc2C)CC1
  -4, 6, 1
COC(CNC(=O)CNc1ccc(C#N)cc1)c1ccccc1 (stereo not given)
  -11, -5, -6
CC(NC(=O)C(C1CCCC1)N1CCN(C(=O)Nc2ccccc2)CC1)c1ccccc1 (stereo not given)
  -3, -4, -5
CCCCn1c(=O)n(CC(=O)Nc2cc(C)on2)c(=O)c2c1ncn2Cc1ccco1
  ·, 0, -2
O=C1CC(c2ccccc2)N(CC(=O)NC2CCCCCC2)CCN1 (stereo not given)
  ·, -5, -8
O[C@@H]1C[C@@H]2C[C@H](c3ccccc3)OC[C@@]2(O)[C@H]1N1CCN(c2ccccn2)CC1
  -3, 3, -1
O=C(COc1ccccc1F)Nc1nc(Br)cn2ccnc12
  ·, 6, -4
Cc1cccc(N2CCN(c3c(Cc4ccccc4)c(C)nc4ncnn34)CC2C)c1 (stereo not given)
  -6, 18, -1
CC(=O)Nc1c2c(nn1CC(=O)NCCc1ccccc1)CSC2
  -2, -1, -2

(next part)
Fields: mcGAS lum, NPYLR7 agonist, hcGAS lum
Cc1nn(CC(=O)Nc2ccc3c(c2)OCCO3)c(=O)c2c1cnn2C(C)(C)C
  ·, 5, -8
O=C(c1cccc(F)c1)N(Cc1cccc(C(F)(F)F)c1)CC1CC(c2ccc3c(c2)OCO3)=NO1 (stereo not given)
  -7, 19, -3
Cc1ccc(C)c(-c2ccc(=O)n(CC(=O)N3CCCC3)n2)c1
  ·, 11, -4
CCn1c(=O)c(C(=O)NCc2ccccc2)nn(-c2ccc(Cl)cc2)c1=O
  -4, 3, -5
Cn1cnc2c1c(=O)n(CC(=O)O)c(=O)n2C
  ·, 1, 0
CCCOc1ccc(Cn2c(CO)nc3ccccc32)cc1
  -8, 20, -11
CCC1=NN(C(=O)c2cccc(Br)c2)C(O)(c2ccc(C)cc2)C1 (stereo not given)
  -6, 6, -6
Cc1cc(C)c(C)c(S(=O)(=O)NC(=O)CC2CCS(=O)(=O)C2)c1C (stereo not given)
  -15, 4, -3
C1CCc2[nH]nc(CNC3CSCCSC3)c2CC1
  ·, 13, -5
CCC1CCCN(C(=O)Nc2ccc(C(=O)N3CCCC3)cc2C)C1 (stereo not given)
  -8, -1, -14
CCc1nc2ccc(C(=O)Nc3ccc(NC(C)=O)cc3)cn2c1N(C)CCCc1ccccc1
  -3, 20, -6
O=C1CCC(C(=O)N2CCOc3ccc(Cl)cc3C2)CN1CCCN1CCOCC1 (stereo not given)
  -10, 15, -8
Cc1cccc(NC(=O)Cn2c3ccccc3c3ncn(Cc4ccccc4)c(=O)c32)c1
  -8, -1, -5
N#CC1C(=N)SC(=N)C(C#N)C1c1ccccc1F (stereo not given)
  59*, 47*!, 68*!
COCCN(CC(=O)N(CCc1ccc(OC)c(OC)c1)Cc1ccc(C)o1)C(=O)Nc1ccccc1C
  -6, -6, -7
COc1ccccc1C1=NOC(CN(Cc2cccc(Cl)c2)C(=O)NC(C)(C)C)C1 (stereo not given)
  -3, 8, -2
CC(C)CN(Cc1ccccc1C#N)C1CCS(=O)(=O)C1 (stereo not given)
  ·, -2, -13
COc1ccc(C2=NN(C=O)C(c3ccccc3)C2)cc1 (stereo not given)
  -7, 11, -8
Cc1n[nH]c(C)c1CCCNC(=O)C1CC2(CCNCC2)CN1 (stereo not given)
  ·, 16, -5
CN(C)CCN(Cc1ccco1)C(=O)C1CN(Cc2ccccc2)CCO1 (stereo not given)
  ·, 7, -6

Additional compounds
Fields: mcGAS lum, NPYLR7 agonist, hcGAS lum
Cc1nn(CC(=O)NC(C)(C)C)c(C)c1S(=O)(=O)N1CCOCC1
  ·, 4&-4, -9&5
N#CCCC(C#N)Cn1cnc2ccc(Cl)cc2c1=O (stereo not given)
  ·, 2, -2
Cc1ccnc(SCCn2c(N3CCCCC3)nc3c2c(=O)[nH]c(=O)n3C)n1
  -9, ·, -11
COc1ccc(Br)cc1-c1nnc2n(CC(C)C)c3c(=O)[nH]c(=O)n(C)c3n12
  ·, -1, -1
COc1cc2c(cc1/C=C/C(=O)N(CC(=O)Nc1cccc(C)c1C)CC1CCCO1)OC(C)C2 (stereo not given)
  ·, 3, -6
Cc1cc(C(=O)N=c2sc3cc4c(cc3n2C)OCCO4)on1
  -10, 10, -5

Looked up above.
In NPYLR7 agonist, `COc1ccc(Br)cc1-c1nnc2n(CC(C)C)c3c(=O)[nH]c(=O)n(C)c3n12` shows -1
In mcGAS lum, `Cc1ccnc(SCCn2c(N3CCCCC3)nc3c2c(=O)[nH]c(=O)n3C)n1` shows -9

Looked up by structure from the list above, 2 records:
Fields: mcGAS lum, NPYLR7 agonist, hcGAS lum
COc1cc2c(cc1/C=C/C(=O)N(CC(=O)Nc1cccc(C)c1C)CC1CCCO1)OC(C)C2 (stereo not given)
  ·, 3, -6
COc1ccc(Br)cc1-c1nnc2n(CC(C)C)c3c(=O)[nH]c(=O)n(C)c3n12
  ·, -1, -1
